# Screening data as filed in PubChem.
# FBW7 activator: activators of human E3 ligase FBW7. AlphaScreen FBW7–phospho-cyclin E peptide binding, activator screen. normalized activity (activation), % at 26.1 µM. hit rate 0.13% among 650,000; in the data active means normalized activity above about 1.9%;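 further: purified mutant Fbw7 with reduced substrate affinity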
# Target sequence (Q969H0 whole entry, looked up): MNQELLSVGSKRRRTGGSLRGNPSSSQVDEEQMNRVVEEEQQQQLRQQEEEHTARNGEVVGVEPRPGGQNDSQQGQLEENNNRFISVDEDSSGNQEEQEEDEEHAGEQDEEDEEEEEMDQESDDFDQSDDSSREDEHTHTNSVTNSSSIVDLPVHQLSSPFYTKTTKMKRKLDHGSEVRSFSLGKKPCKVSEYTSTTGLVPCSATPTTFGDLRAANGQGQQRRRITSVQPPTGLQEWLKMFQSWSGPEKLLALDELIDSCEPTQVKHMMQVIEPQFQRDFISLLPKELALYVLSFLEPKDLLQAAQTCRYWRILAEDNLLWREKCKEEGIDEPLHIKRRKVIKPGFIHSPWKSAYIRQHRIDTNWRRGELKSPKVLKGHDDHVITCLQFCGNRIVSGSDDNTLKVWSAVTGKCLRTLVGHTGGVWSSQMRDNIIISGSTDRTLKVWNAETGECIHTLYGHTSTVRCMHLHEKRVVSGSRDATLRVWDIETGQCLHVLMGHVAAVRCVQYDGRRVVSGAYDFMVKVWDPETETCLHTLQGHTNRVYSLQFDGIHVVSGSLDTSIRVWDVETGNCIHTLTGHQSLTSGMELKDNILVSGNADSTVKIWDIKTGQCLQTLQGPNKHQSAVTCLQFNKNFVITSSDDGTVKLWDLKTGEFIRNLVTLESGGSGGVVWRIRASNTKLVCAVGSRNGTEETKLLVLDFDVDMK
# TEAD-YAP block: TEAD-YAP interaction inhibition; HEK-TIYL cells, TEAD-Gal4/YAP UAS-luciferase luminescence; inhibition, % at 9.12 µM; hit rate 1.4% among 640,000; AID 1259422; in the data active means inhibition above about 32%;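 further: 0% = median of test compound wells and 100% = reference inhibitor wells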
# GPR151 ag: human GPR151 activation; activation, % at 11.2 µM; AID 1508602; PathHunter beta-arrestin GPR151 cells, luminescence; hit rate 1% among 650,000; in the data active means activation above about 4.9%;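 further: 0% = median of compound wells and 100% = cells with positive control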
# Target sequence (Q8TDV0 whole entry, looked up): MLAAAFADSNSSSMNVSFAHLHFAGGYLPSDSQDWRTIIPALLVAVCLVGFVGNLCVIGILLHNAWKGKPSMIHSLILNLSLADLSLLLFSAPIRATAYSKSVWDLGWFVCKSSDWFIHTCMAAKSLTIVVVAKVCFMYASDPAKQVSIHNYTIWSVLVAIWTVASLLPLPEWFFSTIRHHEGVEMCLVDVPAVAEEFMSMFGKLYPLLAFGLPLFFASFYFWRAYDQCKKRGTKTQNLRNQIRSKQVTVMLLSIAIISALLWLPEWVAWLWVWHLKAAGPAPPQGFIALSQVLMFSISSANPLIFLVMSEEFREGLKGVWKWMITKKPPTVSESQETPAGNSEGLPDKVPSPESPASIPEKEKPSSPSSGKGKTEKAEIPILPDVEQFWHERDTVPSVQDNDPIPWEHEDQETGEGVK
# MITF inh: human MITF inhibition, primary screen. O75030. AlphaScreen MITF homodimerization, bead proximity signal. inhibition, % at 2.6 µM. hit rate 0.91% among 650,000. AID 1259374; in the data active means inhibition above about 50%;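 further: 0% = vehicle wells with protein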
# * hit, by the source's call. An unsorted share of the library; 3.4% or so of the library scored in one or more.
SMILES,FBW7 activator,TEAD-YAP block,GPR151 ag,MITF inh
Cc1ccc(NC(=O)c2cc(S(=O)(=O)N3CCCCC3)ccc2F)cc1Cl,0.6,-9,-0.2,7
Cc1cc(NS(=O)(=O)c2ccc(NC(=O)c3cccc(Cl)c3Cl)cc2)no1,-0.2,4,0.1,-4
CCOC(=O)N1CCC(NC(=O)C2CCCN2C(=O)OCc2ccccc2)CC1 (centres undefined),0.4,-1,2.0,8
Cc1ccc(NS(=O)(=O)c2ccc3c(c2)CCN3C(=O)C2CC2)cc1,0.1,6,0.2,-11
CCOC(=O)c1cc(-c2ccc(/C=C3/C(=O)NC(=O)C(C#N)=C3C)o2)ccc1Cl,-0.1,-7,-0.1,18
O=C(N/N=C/c1cc(Br)c(O)c(Br)c1)c1ccccc1O,0.1,-15,-0.7,7
CCCC(=O)Oc1c(Cl)cc(N(C(=O)CCC)S(=O)(=O)c2ccc(C)cc2)cc1Cl,-0.1,-9,1.3,1
N#CCC(=O)c1ccccc1Oc1ccc(F)cc1,0.0,11,1.3,0
CC(=O)Nc1ccc(OCc2ccc(S(=O)(=O)Cc3ccccc3)cc2)cc1,0.1,8,0.3,13
Cc1ccc(NC(=O)N2CCCCC2)cc1Cl,-0.1,-41,-0.6,-8
O=C1SC(c2cc(I)ccc2Cl)=N/C1=C/c1cccs1,0.1,10,0.9,8
CCCCNc1ccc2nnc(CCNC(=O)c3ccccc3)n2n1,-0.1,6,0.0,-2
CC(O)CNc1nc2ccccc2n1CC(=O)N1CCN(Cc2ccccc2)CC1 (centres undefined),0.1,-2,1.0,5
O=C(CCn1c(=O)c2cccn2c2cccnc21)Nc1ccc(Br)cc1F,-0.3,-15,-0.5,-8
O=C(NNC(=S)NCC1CCCO1)c1ccc2ccccc2c1 (centres undefined),0.0,-24,-0.6,-2
Cc1ccc2nc(/C(C#N)=C\c3ccc(N4CCOCC4)cc3)[nH]c2c1,0.7,-29,0.0,-1
Cc1nc(NCC2CC2)sc1-c1ccn(CCN2CCOCC2)n1,-0.1,-5,-0.2,-7
CCOc1ccc(NC(=O)c2cc(S(=O)(=O)NCc3ccc(F)cc3)ccc2F)cc1,-0.1,8,3.4,-16
CC(C)c1ccc(-c2cc(C(=O)Nc3ccc(Cl)cc3)c3ccccc3n2)cc1,1.0,-10,0.0,10
COc1cc(/C=C2/C(=O)NC(=O)N(c3ccc(C)cc3)C2=O)cc([N+](=O)[O-])c1O,-0.2,-4,-0.4,4
COc1ccc(-c2nnc(NC(=O)Cc3cccc4ccccc34)o2)cc1,-0.2,0,1.2,1
CCOC(=O)c1cnc2c(C)c(Cl)ccc2c1Nc1cccc(Cl)c1C,0.3,-10,1.0,12
COc1ccc(-n2c(C)ccc2C)c(N)c1,0.6,2,1.2,16
Cc1cc(/C=C2/C(=N)N3C=CSC3=NC2=O)c(C)n1Cc1ccccc1,-0.1,-25,-1.2,10
O=C(NCCc1ccccn1)C1CC12CCN(C(=O)CC1CCCCC1)CC2 (centres undefined),-0.1,-2,0.7,-15

# Some values from the results shown.
# CCCCNc1ccc2nnc(CCNC(=O)c3ccccc3)n2n1 in GPR151 ag is listed with 0.0
# Cc1ccc2nc(/C(C#N)=C\c3ccc(N4CCOCC4)cc3)[nH]c2c1 in GPR151 ag is listed with 0.0
# O=C(NNC(=S)NCC1CCCO1)c1ccc2ccccc2c1 (centres undefined) in TEAD-YAP block is listed with -24

# Back to the main list; the 4 compounds before the break are reprinted first.
SMILES,FBW7 activator,TEAD-YAP block,GPR151 ag,MITF inh
CCOC(=O)c1cnc2c(C)c(Cl)ccc2c1Nc1cccc(Cl)c1C,0.3,-10,1.0,12
COc1ccc(-n2c(C)ccc2C)c(N)c1,0.6,2,1.2,16
Cc1cc(/C=C2/C(=N)N3C=CSC3=NC2=O)c(C)n1Cc1ccccc1,-0.1,-25,-1.2,10
O=C(NCCc1ccccn1)C1CC12CCN(C(=O)CC1CCCCC1)CC2 (centres undefined),-0.1,-2,0.7,-15
O=S(=O)(NCCc1ccc(Cl)cc1)c1cccc2nonc12,-0.1,3,0.2,5
CCOc1cc2[nH]c(=O)n(CC3CCC(C(=O)NC(C)CC)CC3)c(=O)c2cc1OCC (centres undefined),-0.1,0,-1.0,1
CC(=O)c1ccc(NC(=O)CN2CCN(c3ccc(F)cc3)CC2)cc1,0.4,-8,0.0,17
COc1ccc(CN(C(C)=O)C2CC(=O)N(c3ccc(OC)cc3)C2=O)cc1 (centres undefined),-0.1,-10,1.4,-4
COc1cc(Br)c(/C=C2/C(=O)N(c3ccc(Cl)c(Cl)c3)N=C2C)cc1OC,-0.4,6,0.0,1
CCC1CN(CC(=O)N2CCC(C(=O)OC)CC2)Cc2cc(OC)ccc2O1 (centres undefined),-0.1,-3,0.1,10
CCCCNc1c(C(=O)OCC)c(=O)[nH]c2ccccc12,0.1,14,-1.2,15
O=C(c1cccnc1)C1CCCN(Cc2ccc3c(c2)CN(Cc2ccco2)CCO3)C1 (centres undefined),0.0,0,-0.6,-9
N#Cc1ccc(OCC(=O)NNC(=O)/C=C/c2ccccc2)cc1,0.2,-6,-0.4,-3
CCc1ccc(N2CCCn3c2nc2c3c(=O)[nH]c(=O)n2C)cc1,-0.1,11,0.0,10
CC(C)C1=CC(=NS(=O)(=O)c2cccc([N+](=O)[O-])c2)C=C(C(C)C)C1=O,0.1,-2,-0.5,6
COC(=O)C1=C(N)Oc2cc(C)[nH]c(=O)c2C1c1ccccc1Cl (centres undefined),0.0,13,0.3,12
COc1ccc(C(=O)CSC2=C(C#N)C(c3cccs3)C(C(=O)Nc3ccccc3C)=C(C)N2)cc1 (centres undefined),0.0,-1,-0.1,5
CC(C)[C@@H](Cn1nc(-c2cccs2)ccc1=O)NC(=O)c1ccn(C)n1,-0.1,4,0.3,0
COc1cc(-c2nc3ccccc3c(=O)n2Cc2ccc(C(C)(C)C)cc2)cc(OC)c1OC,0.0,4,-0.2,-6
CC1CCN(C(=S)c2cccc([N+](=O)[O-])c2)CC1,-0.1,11,2.2,13
COc1ccc2oc(=O)c(C(=O)NCC3CCCO3)cc2c1 (centres undefined),0.0,-21,-0.3,-3
Cc1ccc(-c2noc(N=O)c2NO)cc1,0.0,36*,1.0,-3
COc1ccccc1OCC(=O)NNC(=S)Nc1cccc(F)c1,0.0,0,-1.4,1
Cc1ccccc1CN[C@H]1C[C@H]2C(=O)N[C@@H](COCc3ccccc3)C(=O)N2C1,0.2,11,-0.6,9
CCC(C)(C)c1ccc(OCCCC(=O)Nc2ccc(Cl)c(N3C(=O)C4C5C=CC(C5)C4C3=O)c2)c(C(C)(C)CC)c1 (centres undefined),0.1,-13,2.6,14
Cc1ccc(C(=O)CC(SCc2ccco2)c2ccc([N+](=O)[O-])cc2)cc1 (centres undefined),-0.3,5,-1.1,-2
O=C1/C(=C/c2ccc(-c3ccccc3Cl)o2)NC(=S)N1c1ccccc1,0.0,-2,-0.8,-12
O=C(/C=C/c1ccc(Cl)c([N+](=O)[O-])c1)NC1=NCCS1,-0.2,-25,-1.0,-2
CC1(Cc2ccc(Cl)s2)C(=O)Nc2ccc(S(=O)(=O)NC3CCCCC3)cc21 (centres undefined),0.3,-1,-0.2,-1

# Whole records, looked up by structure:
# COc1ccccc1OCC(=O)NNC(=S)Nc1cccc(F)c1 across the screens: FBW7 activator: 0.0; TEAD-YAP block: 0; GPR151 ag: -1.4; MITF inh: 1
# COc1ccc(C(=O)CSC2=C(C#N)C(c3cccs3)C(C(=O)Nc3ccccc3C)=C(C)N2)cc1 (centres undefined) across the screens: FBW7 activator: 0.0; TEAD-YAP block: -1; GPR151 ag: -0.1; MITF inh: 5

# Returning to the listing, repeating the 3 entries before the break.
SMILES,FBW7 activator,TEAD-YAP block,GPR151 ag,MITF inh
O=C1/C(=C/c2ccc(-c3ccccc3Cl)o2)NC(=S)N1c1ccccc1,0.0,-2,-0.8,-12
O=C(/C=C/c1ccc(Cl)c([N+](=O)[O-])c1)NC1=NCCS1,-0.2,-25,-1.0,-2
CC1(Cc2ccc(Cl)s2)C(=O)Nc2ccc(S(=O)(=O)NC3CCCCC3)cc21 (centres undefined),0.3,-1,-0.2,-1
CCCSc1nnc2c(n1)OC(c1cccc(Cl)c1)Nc1ccccc1-2 (centres undefined),0.1,-6,3.4,21
O=C(Nc1nncs1)c1ncoc1-c1ccc2ccccc2c1,-0.1,7,0.3,-2
CC1CCCCN1c1ccc(NC(=O)c2ncoc2-c2ccccc2F)cc1C(N)=O (centres undefined),0.1,-3,-0.4,4
CCOC(=O)c1ccc(N2C(=O)c3ccc(NC(C)=O)cc3C2=O)cc1,0.6,5,-0.5,-8
O=C(Nc1ccc(Cc2ccncc2)cc1)C1CCC(N2C(=O)c3ccccc3C2=O)CC1 (centres undefined),-0.2,1,0.1,-1
Cc1ccccc1C(=O)OC(C)CN1CCCCC1 (centres undefined),0.5,3,-1.9,12
COc1cc(/C=C2\SC(N3CCCCC3)=NC2=O)ccc1O,-0.1,50*,0.8,1
COc1ccccc1NC(=O)N1CCN(c2n[nH]c(=O)[nH]c2=O)CC1,0.4,9,-0.9,6
O=C(CCSc1ccccc1)Nc1ccccc1-c1nc2ccccc2o1,0.0,9,2.5,-4
CN(C)/C=C1/N=C(c2ccccc2)c2cc(Cl)ccc2N(C)C1=O,0.1,8,0.0,16
Cc1cccc(C)c1NC(=S)N(Cc1cccnc1)Cc1ccccc1Cl,-0.1,5,1.7,7
Cn1c(=O)c2ncn(CC(=O)N/N=C/c3ccccc3O)c2n(C)c1=O,-0.4,13,1.2,35
Cc1ncc2c(c1CNC(=O)/C=C/c1ccccc1)CCN(C(=O)c1cn[nH]c1)C2,-1.2,-4,-1.2,5
COc1ccc(OC)c(NC(=O)CCN2CCC(C)CC2)c1,1.1,-9,-0.4,13
CCOC(=O)C1=C(C)N=c2s/c(=C/c3ccc(N4CCOCC4)o3)c(=O)n2C1c1ccc(OC)c(Br)c1 (centres undefined),-0.2,5,-0.3,-7
NC(=O)c1ccc(NC(=O)c2ccccc2)cc1,0.0,-42,2.8,-5
COc1ccccc1CNC(=O)c1ccc(NC2=NC3CS(=O)(=O)CC3S2)cc1 (centres undefined),0.1,6,-0.5,3
COc1ccc2nc3c(cc2c1)C(=O)N=N3,0.0,-4,1.2,2
O=C(NNC(=O)c1cc([N+](=O)[O-])ccc1Cl)c1cccc(Cl)c1,0.0,-2,-1.5,-1
CCN1CCc2c(sc(NC(=O)c3cc4c(ccc5ccccc54)oc3=O)c2C(N)=O)C1,0.1,11,-0.5,-34
CCOC(=O)N1CCN(Cc2ccc(OCC(O)CN3CCCCC3)cc2)CC1 (centres undefined),0.1,8,2.6,-1
CC(C)(C)C(=O)CSc1nc2ccsc2c(=O)n1Cc1ccco1,0.0,6,-0.1,-3
O=C(N/N=C/c1ccc(O)cc1)c1ccccc1,0.0,-20,-5.3,2
CC1Oc2ccc([N+](=O)[O-])cc2C2OC(c3ccccc3)(c3ccccc3)c3ccccc3N12 (centres undefined),1.0,-3,-2.0,-2
O=C(c1ccc(Cl)c([N+](=O)[O-])c1)N(Cc1ccco1)C1CCS(=O)(=O)C1 (centres undefined),-0.4,0,0.3,1
# Continued:
SMILES,FBW7 activator,TEAD-YAP block,GPR151 ag,MITF inh
COc1ccc(OC)c(NC(=O)c2ccoc2C)c1,0.0,4,1.9,5
O=C(COc1cc(O)c2c(=O)c3ccccc3oc2c1)c1cccc([N+](=O)[O-])c1,-0.1,-2,0.2,8
CCOC(=O)c1c(NC(=O)CSc2nnc(CNC(=O)c3cccc(F)c3)n2C)sc2c1CCCCC2,0.2,-5,-0.4,3
Cc1cccc(C)c1NC(=O)Cn1c(=O)n(Cc2ccco2)c(=O)c2ccccc21,-0.2,11,0.6,-6
COc1ccc(-c2cc(C(=O)Nc3c(C)nn(Cc4ccccc4)c3C)no2)cc1OC,0.1,11,0.0,7
CC(=O)Nc1ccc(NC(=O)c2cccc(-c3cccc(C(C)=O)c3)n2)cc1,0.0,9,3.5,2
CC(NS(=O)(=O)c1ccc(Cl)cc1)C(=O)O (centres undefined),-0.1,-4,-0.2,-1
CC(NC(=O)c1cc(Cl)ccc1[N+](=O)[O-])c1ccccc1 (centres undefined),-0.2,-1,0.7,5
COc1ccccc1C1(C)CCc2oc3c(Br)cc(Br)cc3c2-c2oc(C)cc21 (centres undefined),0.1,-8,1.9,1
CCCC(=O)Nc1nnc(SCC(=O)Nc2cccc(C)c2)s1,-0.1,7,2.4,0
Cc1cccc2cc(CN(CCc3ccccc3)C(=O)C(F)(F)F)c3nnnn3c12,-0.1,1,-0.9,2
CC1(C)C(C=C(Cl)Cl)C1C(=O)N1CCCC1 (centres undefined),0.0,0,-0.3,8
Cc1c(C(=O)NCC2CCCO2)sc2ncn(CC(=O)N3CCCC(C)C3)c(=O)c12 (centres undefined),0.3,0,-2.6,19
CC(C)C(=O)Nc1nnc(S(=O)(=O)N(C)Cc2ccccc2)s1,0.0,7,3.3,-7
CSc1ccccc1C(=O)Nc1cccc(C(C)O)c1 (centres undefined),0.1,7,1.2,6
Cc1cccc(NC(=O)c2c(C(=O)O)cccc2[N+](=O)[O-])c1,-0.1,2,1.2,-5
O=C(N/N=C/c1ccc(N2CCCC2)c([N+](=O)[O-])c1)c1ccccn1,-0.1,-32,-1.8,-4
COc1ccc(C2C(C(C)=O)=C(C)Nc3ncnn32)cc1Br (centres undefined),0.1,7,1.3,8
CCOC(=O)c1ccc(OCC2c3cc(OC)c(OC)cc3CCN2C(=O)c2ccco2)cc1 (centres undefined),0.0,29,3.3,-4
COc1cc(C(=O)NCCOc2cccc(C)c2)cc(OC)c1OC,0.1,-6,-0.9,-9
O=c1c(NCCC2=CCCCC2)c(-c2ccc(Cl)cc2)c1=O,0.0,3,-1.3,1
Cc1cc(-n2c(SCc3cccc([N+](=O)[O-])c3)nc3ccsc3c2=O)ccc1Cl,-0.2,3,-0.5,-8
